TDP1 cell CPT: DT40-hTDP1 cell growth loss with CPT | 420,000 tested, 12% active | Potency, µM (titrated, usually from 46.2 µM), for inactives: at the top dose activity change, negative = growth inhibition, hits mostly inhibitors | AID 686979 | chicken DT40 Tdp1-/-;hTDP1 cells + 20 nM CPT, ATP luminescence, 48 h; further: nearly all actives have a fitted effect of over 55% in size
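Chicken DT40 Tdp1-/- cells complemented with human TDP1, 400 cells/well, exposed to compounds plus 20 nM camptothecin for at least 48 h at 37 C; viability read as ATP content by CellTiter-Glo luminescence.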
DT40 TDP1 no CPT: qHTS for Inhibitors of human tyrosyl-DNA phosphodiesterase 1 (TDP1): qHTS in cells in absence of CPT; 420,000 tested, 15% active; Potency, µM (top dose mostly 46.2 µM), for inactives: top-dose activity change, negative = growth inhibition, most hits filed as inhibitors; DT40 Tdp1-/- hTDP1 cells, no CPT, ATP luminescence, 48 h; further: nearly all actives have a fitted effect of over 55% in size
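DT40 Tdp1-/-;hTDP1 cells, no CPT (DMSO vehicle only), 400 cells/well; compounds pin-transferred; ≥48 hr, 37 °C; CellTiter-Glo 30 min RT dark, luminescence read.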
GCN5L2 inh: inhibitors of human GCN5L2 histone acetyltransferase; Potency, µM (doses to about 58.9 µM), inactives show at the top dose activity change, negative = inhibition, actives largely listed as inhibitors; 390,000 tested, 0.21% active; Q92830; GCN5L2 HAT assay, ThioGlo1 CoA-SH fluorescence
Target sequence (Q92830 whole entry, looked up): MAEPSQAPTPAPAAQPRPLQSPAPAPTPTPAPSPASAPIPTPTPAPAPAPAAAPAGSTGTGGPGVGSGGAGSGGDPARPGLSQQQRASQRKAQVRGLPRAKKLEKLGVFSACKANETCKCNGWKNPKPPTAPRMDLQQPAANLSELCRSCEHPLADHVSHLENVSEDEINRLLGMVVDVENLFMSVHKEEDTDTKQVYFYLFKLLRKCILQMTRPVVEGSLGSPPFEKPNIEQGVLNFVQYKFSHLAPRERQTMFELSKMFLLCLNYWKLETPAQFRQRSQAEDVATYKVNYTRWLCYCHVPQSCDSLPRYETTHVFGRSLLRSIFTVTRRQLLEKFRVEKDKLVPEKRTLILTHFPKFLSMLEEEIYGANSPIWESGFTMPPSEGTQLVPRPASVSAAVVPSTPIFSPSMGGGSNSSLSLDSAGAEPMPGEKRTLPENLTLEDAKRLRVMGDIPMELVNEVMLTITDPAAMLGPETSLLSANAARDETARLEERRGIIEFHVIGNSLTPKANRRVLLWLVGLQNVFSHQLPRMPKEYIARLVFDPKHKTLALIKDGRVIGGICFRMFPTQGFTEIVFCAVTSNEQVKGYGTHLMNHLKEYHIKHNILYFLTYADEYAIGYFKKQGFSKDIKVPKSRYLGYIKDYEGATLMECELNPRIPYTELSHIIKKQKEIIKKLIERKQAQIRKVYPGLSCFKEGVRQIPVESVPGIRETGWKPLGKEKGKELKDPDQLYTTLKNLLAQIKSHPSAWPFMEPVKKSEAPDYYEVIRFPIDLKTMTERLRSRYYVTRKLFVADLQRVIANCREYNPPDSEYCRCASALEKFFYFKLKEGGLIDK
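Preincubate 20nM GCN5L2 with compound 15 min, RT → add 50uM ThioGlo1 + 75uM H3(1-25) + 70uM acetyl-CoA → read fluorescence 0 and 20 min. Primary qHTS; fluorescent artifacts likely.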
* hit, by the source's call; ? = inconclusive; . = not tested or not shown. The call rests on the fitted dose curve; in most records, active means well fitted curve in the direction sought with a large enough effect; inconclusive means small, poorly fitted or top-dose-only effect, or another doubt; inactive means no such curve, though single readings can be large; an effect the other way counts as inactive or inconclusive. On the % scale 0 is the no-effect control and ±100 the full control effect; potency means the concentration at half of the fitted maximal effect.

#	molecule	TDP1 cell CPT	DT40 TDP1 no CPT	GCN5L2 inh
1	CC1CCc2nn(CC(=O)NCCCN3CCOCC3)cc2C1 (centres undefined)	11%	11%	-11%
2	COc1ccccc1C(CNC(=O)c1cccc(S(=O)(=O)NCc2ccccc2)c1)N(C)C (centres undefined)	?	-6%	3%
3	O=C(NCc1cccnc1)C1CC(c2ccccc2O)=NO1 (centres undefined)	13%	-27%	-10%
4	COc1ccc(CCNc2ccc(N3C(=O)CC(C)C3=O)cc2[N+](=O)[O-])cc1 (centres undefined)	-3%	?	-9%
5	Cc1ccc(S(=O)(=O)NNC(=O)c2ccc(NC(=O)C3CC3)cc2)cc1	16%	-9%	1%
6	CCOC(=O)N(C)c1c(CC)nc2c(OCc3ccc(C(F)(F)F)cc3)cccn12	?	13µM*	.
7	Cc1nc2cnc(N3CCN(C)CC3)nc2n(C2CC2)c1=O	?	?	-28%
8	COc1ccc2[nH]c3c(c2c1)CCN1C(=O)N([C@@H](C)C(=O)NC2CCCCC2C)C(=O)[C@]31C (some centres undefined)	?	?	-4%
9	O=C1CC(Cc2ccccc2)C(=O)N1c1ccc(Cl)cn1 (centres undefined)	-9%	-9%	0%
10	CCCCCC/C=N/Nc1nnc(Cc2ccccc2)c(=O)[nH]1	6%	1%	2%
11	COc1cc(OC)cc(C(=O)NNC(=O)c2ccccc2Br)c1	11%	5%	25%
12	Cc1sc2ncnc(-n3cnc4ccccc43)c2c1C	?	?	0%
13	CCCOC(=O)c1ccc(Oc2c(-c3ccc(OC)cc3O)n[nH]c2C)cc1	?	?	-15%
14	CC(NC(=O)C1CCC(CNS(=O)(=O)c2ccc3c(c2)C(C)(C)C(=O)N3C)CC1)c1ccccc1 (centres undefined)	-4%	-24%	-7%
15	CC1(C)CC(=O)c2c(n(-c3cccc4ccccc34)ccc2=O)C1	-5%	-26%	0%
16	Cc1ccccc1CNC(=O)C(=O)NCC1OCCCN1S(=O)(=O)c1ccc(F)cc1C (centres undefined)	?	?	-26%

Random excerpt: 3 entries already listed
#	molecule	TDP1 cell CPT	DT40 TDP1 no CPT	GCN5L2 inh
15	CC1(C)CC(=O)c2c(n(-c3cccc4ccccc34)ccc2=O)C1	-5%	-26%	0%
11	COc1cc(OC)cc(C(=O)NNC(=O)c2ccccc2Br)c1	11%	5%	25%
10	CCCCCC/C=N/Nc1nnc(Cc2ccccc2)c(=O)[nH]1	6%	1%	2%

Remaining list, next part:
#	molecule	TDP1 cell CPT	DT40 TDP1 no CPT	GCN5L2 inh
17	O=S(=O)(c1ccc(NC(=S)NN=C(C2CC2)C2CC2)cc1)N1CCOCC1	-16%	-8%	-29%
18	Cc1cccc(CCNC(=O)COc2cc(=O)n(C)c3ccccc23)c1	?	?	-6%
19	CC(C)CNC(=O)CSc1nnc(-c2cccc(S(=O)(=O)N3CCCCC3)c2)o1	-11%	?	-5%
20	CCOC(=O)CC1C(=O)NC2CCCCC2N1C(=O)Nc1ccc(Cl)cc1 (centres undefined)	1%	?	0%
21	COc1ccc(Cl)cc1-n1c(=S)sc2c(=O)[nH]c(SCC(=O)C(C)(C)C)nc21	?	?	-1%
22	CN(C)S(=O)(=O)n1cnc([C@@H]2[C@@H]3C(=O)OC[C@@H]3C[C@]23N=CN(Cc2ccccc2)C3=O)c1	3%	-9%	-1%
23	CCN(c1nc(C)cc(OC)n1)S(=O)(=O)c1ccccc1	-1%	-4%	0%
24	Cc1ccc(C(=O)N/N=C\c2ccc(OC(=O)c3cccc(F)c3)cc2)cn1	-1%	-3%	-1%
25	COc1ccc(C(C(=O)NC2CCCC2)N(Cc2ccccc2)C(=O)c2snc(C(N)=O)c2N)cc1OC (centres undefined)	-26%	-17%	-9%
26	CC(Sc1ccc(S(=O)(=O)N2CCOCC2)cn1)C(=O)Nc1ccc(Cl)cc1Cl (centres undefined)	?	?	-5%
27	CCOC(=O)N1CCC(N(CCN(C)C)C(=S)Nc2ccc(Oc3ccccc3)cc2)CC1	-9%	-23%	1%
28	CN(C)c1ccc(C=C2SC(=S)NC2=O)cc1	0%	?	.
29	Cc1ccc(S(=O)(=O)N(C)C[C@H]2OCCCC[C@@H](C)Oc3ccc(NC(=O)Cc4ccccc4)cc3C(=O)N([C@H](C)CO)C[C@@H]2C)cc1	?	?	.
30	Cc1cccc(CCNC(=O)C2CCN(S(=O)(=O)c3c(C)nn(C)c3C)CC2)c1	-4%	-17%	-1%
31	O=C(O)c1cnc(-c2ccccc2)nc1Sc1ccccc1	-1%	-11%	-3%
32	CCOc1cc(C2C(C(=O)OC)=C(C)NC3=C2C(=O)c2ccccc23)ccc1OC (centres undefined)	?	21µM*	-5%
33	Cc1ccccc1CC(=O)NCCN1CCOCC1	13%	27%	-7%
34	CCc1nnc(NC(=O)CSc2nnc(Cc3ccccc3)n2-c2ccccc2)s1	-7%	-3%	-6%
35	COc1ccc(CNC(=O)CCS(=O)(=O)c2cc(Br)cc3c2N(C(C)=O)C(C)C3)cc1 (centres undefined)	-27%	?	-15%
36	CC(Sc1ccccc1)C(=O)N1CCN(S(=O)(=O)c2ccccc2C(F)(F)F)CC1 (centres undefined)	-12%	-24%	2%
37	O=C(N/N=C\c1cccnc1)c1ccc(Cl)cc1Cl	0%	17%	21%
38	COC(=O)c1cn(C(=O)c2cc(OC)cc(OC)c2)c2ccccc12	?	?	1%
39	CC(=O)Nc1ccc(Nc2ncnc(N)c2[N+](=O)[O-])cc1	?	?	-3%
40	CCOC(=O)c1nn(-c2ccc3ccccc3c2)cc1O	?	?	4%
41	CC1(C(=O)Nc2cccc3ccccc23)CCN1C(=O)C1(c2ccccc2)CCCC1 (centres undefined)	?	18µM*	.
42	Cn1cc(CNC(=O)C2CCCCC2)cn1	0%	-16%	0%
43	COCCSc1nnc(NC(=O)c2cc(OC)c(OC)cc2[N+](=O)[O-])s1	-7%	0%	1%
44	COc1ccccc1CNC(=O)N1CCN(c2ccccc2Cl)CC1	-30%	?	-12%
45	O=C(COC(=O)CCc1nc2ccccc2s1)Nc1nc(-c2ccccc2)cs1	-3%	4%	-4%
46	O=c1c(NCc2cccs2)nccn1-c1ccccc1	-6%	-13%	-1%
47	CC#CCN(CC#CC)S(=O)(=O)c1ccc(S(=O)(=O)N2CCOCC2)cc1	?	16µM*	1%
48	COC(=O)c1c(C)oc(C)c1S(=O)(=O)NCc1ccc(OC)cc1	-6%	-23%	-3%
49	CCC(=O)N1CCc2cc(CNC(=O)Cc3ccc(OC)c(OC)c3)ccc21	-23%	?	-10%
50	CCOc1ccc(NC(=S)N(CCCN2CCCC2)Cc2cccn2Cc2ccc(Cl)cc2)cc1	15µM*	?	-8%
51	Cc1ccc(S(=O)(=O)N2CCC(C(=O)NC3CC(C)(C)NC(C)(C)C3)CC2)cc1	0%	-18%	-6%
52	Fc1ccc2[nH]c3c(Cl)ncnc3c2c1	-3%	-19%	-1%
53	Cn1c(COc2ccc(Cl)cc2)nnc1SCC(=O)NC1CCCC1	2%	-3%	-5%

By substructure: those above with a halogen
#	molecule	TDP1 cell CPT	DT40 TDP1 no CPT	GCN5L2 inh
6	CCOC(=O)N(C)c1c(CC)nc2c(OCc3ccc(C(F)(F)F)cc3)cccn12	?	13µM*	.
9	O=C1CC(Cc2ccccc2)C(=O)N1c1ccc(Cl)cn1 (centres undefined)	-9%	-9%	0%
11	COc1cc(OC)cc(C(=O)NNC(=O)c2ccccc2Br)c1	11%	5%	25%
16	Cc1ccccc1CNC(=O)C(=O)NCC1OCCCN1S(=O)(=O)c1ccc(F)cc1C (centres undefined)	?	?	-26%
20	CCOC(=O)CC1C(=O)NC2CCCCC2N1C(=O)Nc1ccc(Cl)cc1 (centres undefined)	1%	?	0%
21	COc1ccc(Cl)cc1-n1c(=S)sc2c(=O)[nH]c(SCC(=O)C(C)(C)C)nc21	?	?	-1%
24	Cc1ccc(C(=O)N/N=C\c2ccc(OC(=O)c3cccc(F)c3)cc2)cn1	-1%	-3%	-1%
26	CC(Sc1ccc(S(=O)(=O)N2CCOCC2)cn1)C(=O)Nc1ccc(Cl)cc1Cl (centres undefined)	?	?	-5%
35	COc1ccc(CNC(=O)CCS(=O)(=O)c2cc(Br)cc3c2N(C(C)=O)C(C)C3)cc1 (centres undefined)	-27%	?	-15%
36	CC(Sc1ccccc1)C(=O)N1CCN(S(=O)(=O)c2ccccc2C(F)(F)F)CC1 (centres undefined)	-12%	-24%	2%
37	O=C(N/N=C\c1cccnc1)c1ccc(Cl)cc1Cl	0%	17%	21%
44	COc1ccccc1CNC(=O)N1CCN(c2ccccc2Cl)CC1	-30%	?	-12%
50	CCOc1ccc(NC(=S)N(CCCN2CCCC2)Cc2cccn2Cc2ccc(Cl)cc2)cc1	15µM*	?	-8%
52	Fc1ccc2[nH]c3c(Cl)ncnc3c2c1	-3%	-19%	-1%
53	Cn1c(COc2ccc(Cl)cc2)nnc1SCC(=O)NC1CCCC1	2%	-3%	-5%

Screening results: PubChem BioAssay, National Center for Advancing Translational Sciences (NCATS)

These rows are one share of the data; rates above refer to the full screens.
